Bioassay records: PubChem, several laboratories
KCNQ2 block = KCNQ2 channel blockers in CHO-K1 cells – cell-based, FluxOR thallium flux, B-score, primary screen (AID 2156). 20 min; active compounds read low. B-score at 10 µM. 310,000 compounds, 1.1% hits;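 active = fluorescence ratio B-score at most minus 3 library SDs, with starting brightness B-score within 2 library SDs, cut at about -5.5 in these data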
Target sequence (O88943 whole entry, looked up): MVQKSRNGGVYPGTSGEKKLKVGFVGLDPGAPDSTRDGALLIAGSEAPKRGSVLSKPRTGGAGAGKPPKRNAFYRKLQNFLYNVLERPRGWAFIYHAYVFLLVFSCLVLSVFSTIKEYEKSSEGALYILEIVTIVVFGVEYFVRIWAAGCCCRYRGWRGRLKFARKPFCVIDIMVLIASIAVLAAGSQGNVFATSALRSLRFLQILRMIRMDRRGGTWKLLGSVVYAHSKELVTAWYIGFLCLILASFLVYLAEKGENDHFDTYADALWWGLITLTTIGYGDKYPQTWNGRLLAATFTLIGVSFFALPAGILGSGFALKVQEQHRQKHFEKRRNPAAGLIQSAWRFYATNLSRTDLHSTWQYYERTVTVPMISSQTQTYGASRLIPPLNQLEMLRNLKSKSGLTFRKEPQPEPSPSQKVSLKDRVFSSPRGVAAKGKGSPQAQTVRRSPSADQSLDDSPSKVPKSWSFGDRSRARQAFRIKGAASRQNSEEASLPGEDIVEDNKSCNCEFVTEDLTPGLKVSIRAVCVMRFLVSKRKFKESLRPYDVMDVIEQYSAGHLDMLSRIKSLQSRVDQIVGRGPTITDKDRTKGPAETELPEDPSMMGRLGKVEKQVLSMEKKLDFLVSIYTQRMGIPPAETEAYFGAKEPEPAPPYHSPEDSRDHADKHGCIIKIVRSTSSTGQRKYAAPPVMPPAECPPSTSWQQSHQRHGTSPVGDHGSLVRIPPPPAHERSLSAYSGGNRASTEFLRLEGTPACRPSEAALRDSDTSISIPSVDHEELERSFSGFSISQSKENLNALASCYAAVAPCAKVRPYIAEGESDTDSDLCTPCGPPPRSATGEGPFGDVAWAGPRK
Kir21 block = inhibitors of mouse Kir2.1 inward-rectifier potassium channel; P35561; B-score at 10 µM; AID 1672; HEK293-Kir2.1, FluxOR thallium flux fluorescence; active compounds read low; 310,000 compounds, 0.85% hits;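 active = fluorescence ratio B-score at or below minus 3 SD of library scores, with starting-brightness B-score within 2 SD, cut at about -4.2 in these data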;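 also: channel flux triggered by added potassium and thallium sulfate stimulus; B-score of peak minus minimum fluorescence over baseline after thallium stimulus; more negative B-score means stronger Kir2.1 block with less thallium influx; some compounds called inactive have numbers as strong as hits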
STK33 kinase inh = blocks human STK33 kinase activity; AID 2661; 320,000 compounds, 0.073% hits; Q9BYT3; purified STK33, MBP phosphorylation, ADP-Glo luminescence; inhibition, % at 10 µM;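 active = inhibition at or above 25%, using the most active replicate where run in duplicate; inactive = inhibition below 25%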
Starred values were filed as active, the others as inactive; i = inactive; / = not tested or not shown. Compounds were not picked by outcome; about 1.9% have a hit in one of these screens.

KCNQ2 block,Kir21 block,STK33 kinase inh,SMILES
i,0.93,-1.4,CCOC(=O)C(C(C)=O)c1c(Br)c(O)c(O)c2c(C(=O)c3ccc(C)cc3)coc12 (stereo not given)
i,0.09,2.4,CCCc1cc(=O)[nH]c(Nc2ccc(O)cc2)n1
i,-0.27,-0.1,Cc1ccc(-c2nnn(CCC(=O)NC(C)(C)C)n2)cc1
i,1.1,0.4,Nn1c(SCC(=O)Nc2ccc(Oc3ccccc3)cc2)nnc1C1CC1
i,1.3,0.5,N#CCn1c2ccccc2c2nc3ccccc3nc21
i,-1.7,-1.2,NC(=O)c1cccc2c(=O)oc3ccccc3c12
i,-1.5,-2.4,COc1ccc(-c2[nH]ncc2CN(Cc2nccn2C)C(C)C)c(F)c1
i,1.9,-0.8,Nc1c([N+](=O)[O-])cc(-c2cnc[nH]2)cc1[N+](=O)[O-]
i,-0.37,/,O=C(NCCCN1CCN(c2cccc(Cl)c2)CC1)C1CCC(=O)N1Cc1ccccc1Cl (stereo not given)
i,0.37,0.3,COc1ccc(/C=C/C(=O)Nc2ccccc2)cc1S(=O)(=O)N1CCOCC1
i,0.08,3.6,O=C(O)CSc1nnc(COc2cccc3cccnc23)n1-c1ccc(Cl)cc1
i,-0.81,0.3,CN(C)C(=O)c1c2c(nc3ccccc13)CCCC2
i,-1,-1.5,COc1ccccc1-n1c(SCC(=O)N2CCOCC2)nc(O)c(Cc2ccccc2)c1=O
i,-3,-2.5,CCN1C(=O)N(c2cccc3ccccc23)C(C)=CC1(C)C
i,0.82,-1.1,CNC(=O)NC(=O)C(C)OC(=O)CCCSc1nc2ccccc2s1 (stereo not given)

KCNQ2 block,Kir21 block,STK33 kinase inh,SMILES
i,0.74,-1.1,Cc1ccc(NC(=S)N(Cc2ccc(Cl)cc2)Cc2ccc(C(=O)O)cc2)cc1Cl
i,0.61,-0.8,CCOC(=O)/C(C#N)=C/c1cn(CCC(=O)O)nc1-c1ccc(F)cc1
i,1.8,3.4,CCOC(=O)C1CCN(C(=O)CCc2nnc3ccc(NCCCN4CCCC4=O)nn23)CC1
i,0.04,0.2,CSc1nc2ccccc2n1CC(=O)Nc1c(C)n(C)n(-c2ccccc2)c1=O
i,-0.22,-1.6,COc1cc(/C=N/NC(=O)C[n+]2ccccc2)cc(OC)c1OC(C)=O
i,0.79,-1.4,CCOC(=O)/C(C#N)=C/c1c(OCC)n(CC)c2ccccc12
i,0.73,-2.3,COc1ccc2nc(Nc3nc(CSc4nc5ccccc5[nH]4)cc(=O)[nH]3)nc(C)c2c1
i,-0.45,2.4,N#CCSc1nnc(-c2ccc3c(c2)OCO3)o1
i,-0.42,-1.0,COc1ccc(/C=N/NC(=O)c2ccn[nH]2)cc1COc1ccc(Cl)cc1
i,1.1,-1.2,Cc1onc(-c2ccccc2)c1C(=O)Nc1nc(-c2ccc(F)c(F)c2)cs1
i,-1.4,0.5,COc1ccccc1NC(=O)N1CCC(c2nnc(SCC(N)=O)n2C)CC1
i,0.32,-1.1,CCOc1ccc(Cc2nnc(N)s2)cc1OCC
i,0.47,-1.3,COc1ccc(-n2cnnc2SCc2ncc(-c3ccccc3)o2)cc1
i,1.1,-0.4,COc1ccc(N(C(=O)Cn2nnc3ccccc32)C(C(=O)NCc2ccco2)c2ccc(C)o2)cc1 (stereo not given)
i,-0.92,0.0,CCc1noc(C)c1C(=O)Nc1nc(-c2ccc(NC(C)=O)cc2)cs1

Overlap with the part before: two entries, then new ones.
KCNQ2 block,Kir21 block,STK33 kinase inh,SMILES
i,1.1,-0.4,COc1ccc(N(C(=O)Cn2nnc3ccccc32)C(C(=O)NCc2ccco2)c2ccc(C)o2)cc1 (stereo not given)
i,-0.92,0.0,CCc1noc(C)c1C(=O)Nc1nc(-c2ccc(NC(C)=O)cc2)cs1
i,0.72,-0.5,O=C(CCn1c(=O)oc2ccccc21)NCCCN1CCOCC1
i,1.2,1.5,Cc1ccnc(NC(=O)CCC(=O)N(Cc2ccco2)C(C(=O)NC(C)C)c2ccc(F)cc2)c1 (stereo not given)
i,-1.3,-1.4,O=C(Cc1ccc([N+](=O)[O-])cc1)Nc1ccc2c(c1)CCC2
i,-0.95,-1.4,COc1ccccc1N1CC(C(=O)Nc2ccc(S(=O)(=O)N3CCOCC3)cc2)CC1=O (stereo not given)
i,0.07,-1.0,CCOc1ccc(C2/C(=C(\O)c3ccc4c(c3)OCCO4)C(=O)C(=O)N2Cc2cccnc2)cc1OCC (stereo not given)
i,0.41,/,O=S(=O)(c1ccc(Cl)cc1)N1CCN(c2nc(-c3cccs3)nc3ccccc23)CC1
i,2.1,-0.5,CN(C)C=NC(=O)c1ccc(N2CCN(c3ncc(C(F)(F)F)cc3Cl)CC2)cc1
i,-0.32,-0.4,Cc1ccc(NC(=O)c2nn(C34CC5CC(CC(C5)C3)C4)cc2[N+](=O)[O-])cc1
i,-0.39,-4.5,CC(=O)c1ccc(N2CCN(S(=O)(=O)c3ccccc3)CC2)c(F)c1
i,0.57,-1.2,Cc1c(Cl)ccc2c(C(=O)NCCN3CCCCC3)cc(-c3ccccn3)nc12
i,-1.6,-1.1,COc1cccc(CNC(=O)Cn2c(=O)n(CCC(=O)N3CCCCC3)c(=O)c3sccc32)c1
i,-0.13,-1.2,CC12CCC(C/C1=N\OC(=O)c1c(F)cccc1F)C2(C)C (stereo not given)
i,0.63,-0.6,CCOC(=O)C1C(c2ccc(O)c(OCC)c2)NC(=S)NC1(O)C(F)(F)F (stereo not given)
i,-1.1,2.4,Cc1cc(C)n(CC(O)Cn2c3ccccc3c3ccccc32)n1 (stereo not given)
i,-0.59,0.3,Cc1cc2oc3ccc(NCCCN4CCOCC4)cc3c(=O)c2cc1C

Taken from above.
Value for CCOC(=O)C1C(c2ccc(O)c(OCC)c2)NC(=S)NC1(O)C(F)(F)F (stereo not given) under Kir21 block: 0.63
Value for Cc1cc(C)n(CC(O)Cn2c3ccccc3c3ccccc32)n1 (stereo not given) under STK33 kinase inh: 2.4
Value for Cc1ccnc(NC(=O)CCC(=O)N(Cc2ccco2)C(C(=O)NC(C)C)c2ccc(F)cc2)c1 (stereo not given) under STK33 kinase inh: 1.5
Value for O=S(=O)(c1ccc(Cl)cc1)N1CCN(c2nc(-c3cccs3)nc3ccccc23)CC1 under Kir21 block: 0.41

The list continues.
KCNQ2 block,Kir21 block,STK33 kinase inh,SMILES
i,-0.01,1.0,CC(C)NC(=O)CN1CCN(C(=O)CCl)CC1
i,2.4,-1.6,COC(=O)c1ccc(CN2CCc3ccc(NC(=O)c4ccncc4)cc3C2)cc1
i,0.35,-1.7,CCOC(=O)N1CCC(N2Cc3cccc(C(=O)N4CCN(C5CCCCC5)CC4)c3C2=O)CC1
-7.3*,-5.4*,-1.1,Cc1ccccc1OCC(=O)NCCC1=CCCCC1
i,0.07,-0.8,Cc1n[nH]c(=S)n(/N=C/c2ccccn2)c1=O
i,0.86,1.7,CCC(c1nnc(SCC(=O)N(C)c2ccccc2)n1Cc1ccccc1)N(C)C (stereo not given)
i,1.9,-1.8,O=C(NCCc1ccccc1)c1ccccc1Cl
i,-0.03,-1.5,COc1ccc(CN(C#N)c2nc(SC)nc(N(C)C)n2)cc1
i,-2.8,-0.7,CCC/C(O)=C1\C(=O)CC(C)(C)CC1=Nc1ccccc1O
i,0.95,-1.7,Cc1cc2nnc(SCC(=O)N3CCCCCC3)n2c(N)n1
i,-0.57,-0.6,O=C(OCCN1C(=O)c2ccccc2C1=O)Oc1ccccc1
i,-0.02,-2.9,CC(=O)NCC(=O)N(Cc1ccco1)C1(C(=O)NC2CCCC2)CCCCC1
i,-0.37,-2.9,Cc1[nH]n(-c2ccc(Br)cc2)c(=O)c1C=Nc1ccc(S(=O)(=O)Nc2nccs2)cc1
i,0.64,-1.4,Cc1ccc(NC(=O)CSc2n[nH]c(=O)n2C2CC2)cc1S(=O)(=O)N1CCOCC1
i,-0.15,-0.9,Cc1ccc(OCC(=O)NNC(=S)NC(=O)C2CCCCC2)c(C)c1

KCNQ2 block,Kir21 block,STK33 kinase inh,SMILES
i,-0.85,0.2,NCCCC[C@H]1CN=C(N)N1CCC12CC3CC(CC(C3)C1)C2
i,-0.44,-1.3,Cc1ccc(N(CC(O)CN2C(=O)NC(C)(C)C2=O)S(=O)(=O)c2ccc(C)cc2)cc1 (stereo not given)
i,-2.8,-0.6,CSc1nc2ccc(NS(=O)(=O)c3ccc(Br)s3)cc2s1
i,-0.92,0.0,COc1ccc(-c2nn(-c3ccccc3)cc2/C=N/Nc2ccc(Cl)c(C(=O)O)c2)cc1OC
i,0.88,-0.7,CCOC(=O)c1ccc(N=c2sc(C(=O)OC)cc(=O)n2Cc2ccco2)cc1
i,1.5,-1.4,Cc1ccc(S(=O)(=O)N2CCOCC2)cc1C(=O)Nc1ccccc1F
i,0.41,-0.1,COc1ccc(-n2c(Cc3cc(=O)[nH]c(=O)[nH]3)nnc2SCC(=O)Nc2cc(C(F)(F)F)ccc2Cl)cc1
i,0.38,-1.3,O=C(Nc1nnc(-c2ccc(F)cc2)o1)c1cccc([N+](=O)[O-])c1
i,-0.03,0.7,Cc1cccc(C(=O)N/N=C/c2ccncc2)c1
i,0.15,-0.2,FC(F)(F)c1ccc(CN2CCCCCC2)cc1
i,-2,0.7,CC(=O)C1=C(O)C(=O)N(c2ccc(Br)cc2)C1c1ccc([N+](=O)[O-])cc1 (stereo not given)
i,-3.5,-0.5,Oc1ccc(Br)cc1-c1n[nH]c(=S)n1Cc1ccccc1
i,-0.14,-0.3,N#Cc1c(N)nc(SC2CCCCC2=O)c(C#N)c1-c1ccco1 (stereo not given)
i,-0.94,/,CCN(Cc1ccccc1)C(=O)c1ccc(CNS(=O)(=O)c2ccc(C)cc2)cc1
i,-2.1,-1.2,CCc1nnc(NC(=O)c2n[nH]c(=O)c3ccccc23)s1

Record cards, from the list above. Values in the order: KCNQ2 block, Kir21 block, STK33 kinase inh
Results for Cc1ccc(N(CC(O)CN2C(=O)NC(C)(C)C2=O)S(=O)(=O)c2ccc(C)cc2)cc1 (stereo not given) = i, -0.44, -1.3
Results for O=C(Nc1nnc(-c2ccc(F)cc2)o1)c1cccc([N+](=O)[O-])c1 = i, 0.38, -1.3
Results for FC(F)(F)c1ccc(CN2CCCCCC2)cc1 = i, 0.15, -0.2
Results for COc1ccc(-c2nn(-c3ccccc3)cc2/C=N/Nc2ccc(Cl)c(C(=O)O)c2)cc1OC = i, -0.92, 0.0

More results.
KCNQ2 block,Kir21 block,STK33 kinase inh,SMILES
i,0.11,-1.4,O=C(Nc1ccccn1)c1ccc2c(c1)OCCO2
i,0.73,2.3,O=C1Nc2ccccc2C1=Nc1ccc(S(=O)(=O)Nc2nccs2)cc1
i,-0.77,-1.0,COc1ccccc1-c1nnc(SCc2nc3ccccc3s2)n1C
i,0.38,-1.2,O=C(CC1C(=O)NCCN1Cc1ccoc1)NCc1cccc(OC(F)(F)F)c1 (stereo not given)
i,-0.51,-1.2,CCN(CC)c1ccc(/C=N/NC(=O)c2c(-c3ccccc3)noc2C)cc1
i,2.1,0.4,C/C(N=Nc1nc2ccccc2s1)=N\Nc1ccccc1O
i,0.22,0.5,Cc1ccc(/C(N)=N/OC(=O)CN(C)S(=O)(=O)c2ccc(C)cc2)cc1
i,0.43,-1.2,CCOc1ccc(Cn2cc(F)c(=O)[nH]c2=O)cc1
i,-0.04,0.5,CCOC(=O)c1c(C)[nH]c(C(=O)COC(=O)C2CC(=O)N(Cc3ccccc3)C2)c1C (stereo not given)
i,2.5,-5.2,Cc1ccc(C(=O)Nc2ccc(Nc3ccccc3)cc2)cc1C
i,-1.1,-0.6,Cc1ccc(C(=O)OCc2cc3ccccc3[nH]c2=O)cc1
i,-2.9,0.2,O=C(O)CSc1ccccc1C(=O)O
i,-2.3,-1.7,C=CCNC(=O)CNS(=O)(=O)c1ccc(F)cc1
i,2,-0.9,CC(C)c1ccc(C2=C(O)c3ccccc3C(=O)C2=O)cc1
i,-1,-0.7,CCc1ccc(CN2CCC(C(=O)Nc3ccc(-n4nc(C)cc4C)cc3)CC2)o1

KCNQ2 block,Kir21 block,STK33 kinase inh,SMILES
i,-2.3,0.0,COc1cc(NC(=O)CN2C(=O)C(c3ccccc3)=NC23CCCCCC3)cc(OC)c1
i,-0.62,/,COc1cc(CCC(=O)Oc2ccc(C(C)=O)cc2)cc(OC)c1OC
i,1.7,-0.8,Clc1ccc2c(c1)c1ccccc1n2CN1CCOCC1
i,-0.84,-0.2,Fc1ccccc1N1CCN(CC2CCCCC2)CC1
i,-0.87,-0.3,COc1cc2ccccc2cc1C(=O)Nc1cc(C)ccn1
i,0.62,0.5,COc1ccc(S(=O)(=O)N2CCN(c3ncccn3)CC2)cc1[N+](=O)[O-]
i,-0.37,-2.0,CCOC(=O)N1CCC(N(CCN(C)C)C(=S)Nc2ccccc2Cl)CC1
i,-0.36,-1.5,Cc1ccc(-c2cn3cccnc3n2)cc1NC(=O)c1cccs1
i,-0.1,1.2,Cc1cc(=O)c(C(=O)OC(C)C(=O)NC(N)=O)nn1-c1ccc(Cl)cc1 (stereo not given)
i,2.9,-1.2,CCOC(=O)N1CCN(C(=O)/C(=C\c2cccs2)NC(=O)c2cccs2)CC1
-5.8*,0.13,-0.2,CCN(Cc1ccccc1)C(=O)c1oc2ccc(C)cc2c1C
i,0.25,-6.2,Cc1cccc(Cn2c(N3CCN(C)CC3)nc3c2c(=O)n(C)c(=O)n3C)c1

Rewritten with tabs: part of the list above
SMILES	KCNQ2 block	Kir21 block	STK33 kinase inh
O=C(NCCCN1CCN(c2cccc(Cl)c2)CC1)C1CCC(=O)N1Cc1ccccc1Cl (stereo not given)	i	-0.37	/
COc1ccc(/C=C/C(=O)Nc2ccccc2)cc1S(=O)(=O)N1CCOCC1	i	0.37	0.3
